Compound activity as filed in PubChem BioAssay.
OX1R antag-1: OX1R (HCRTR1) antagonists, primary screen, fluorescence, CHO/OX1R cells, Fluo-8 calcium, orexin A; AID 434989, 2010; inhibition, % at 5 µM; hit rate 0.43% among 330,000; Orexin/Hypocretin receptor type 1 (Homo sapiens), O43613; Fluo-8 calcium fluorescence;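 active = inhibition above its plate's threshold, mean inhibition of all tested compounds on the plate plus 3 SD, cut at about 37% in these data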;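 note: 0% = orexin A challenge wells and 100% = SB-334867-A antagonist wells; not every result past the cut was called active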
Target sequence (O43613 whole entry, looked up): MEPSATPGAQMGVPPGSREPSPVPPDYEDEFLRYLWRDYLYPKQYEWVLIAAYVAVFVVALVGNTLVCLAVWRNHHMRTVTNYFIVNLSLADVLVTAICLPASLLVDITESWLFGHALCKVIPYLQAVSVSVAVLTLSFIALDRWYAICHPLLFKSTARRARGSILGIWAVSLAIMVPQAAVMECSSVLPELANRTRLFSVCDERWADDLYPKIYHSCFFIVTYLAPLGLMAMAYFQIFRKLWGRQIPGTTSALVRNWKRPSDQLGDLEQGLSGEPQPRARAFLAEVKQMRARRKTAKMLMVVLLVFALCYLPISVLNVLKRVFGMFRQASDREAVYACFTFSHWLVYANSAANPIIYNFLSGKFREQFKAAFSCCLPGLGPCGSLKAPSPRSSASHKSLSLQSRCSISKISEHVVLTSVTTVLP
CHT allo act: CHT positive allosteric modulators, primary screen, cell-based, membrane potential dye, choline EC20. B-score at 10 µM. hit rate 0.49% among 310,000. High affinity choline transporter 1 (Homo sapiens), Q9GZV3. CHT-expressing cells; active compounds read high; LV-AA mutant CHT in HEK293 cells;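 active = initial fluorescence not abnormally high and integrated response B-score, plate-corrected, over 3 SD above library mean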
Target sequence (Q9GZV3 whole entry, looked up): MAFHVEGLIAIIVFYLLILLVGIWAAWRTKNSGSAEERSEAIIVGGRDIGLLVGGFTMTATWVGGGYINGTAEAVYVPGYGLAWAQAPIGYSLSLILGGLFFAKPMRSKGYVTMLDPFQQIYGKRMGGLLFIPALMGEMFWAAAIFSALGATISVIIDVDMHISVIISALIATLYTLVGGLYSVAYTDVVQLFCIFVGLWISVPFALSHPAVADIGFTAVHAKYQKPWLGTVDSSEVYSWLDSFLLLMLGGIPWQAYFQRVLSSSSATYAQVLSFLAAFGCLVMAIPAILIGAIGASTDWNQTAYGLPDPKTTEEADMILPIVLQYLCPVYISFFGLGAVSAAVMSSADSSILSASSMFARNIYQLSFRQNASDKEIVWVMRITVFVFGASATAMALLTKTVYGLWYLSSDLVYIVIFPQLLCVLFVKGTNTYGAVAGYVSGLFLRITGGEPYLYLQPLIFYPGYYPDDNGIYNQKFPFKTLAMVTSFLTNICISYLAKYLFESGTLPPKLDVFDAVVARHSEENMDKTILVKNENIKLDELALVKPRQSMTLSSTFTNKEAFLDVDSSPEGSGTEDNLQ
OX1R antag-2: antagonists of human orexin 1 receptor (OX1R); Orexin/Hypocretin receptor type 1 (Homo sapiens), O43613; OX1R-expressing cells, FRET antagonist read-out; inhibition, % at 6.6 µM; hit rate 1.8% among 330,000; AID 485270, 2010; in the data active = inhibition mostly above about 38%, no sharp cut-off; inactive = mostly below about 40%;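 note: 0% = agonist challenge alone and 100% = reference antagonist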
Numbers without * were called inactive; i = inactive; / = no result given.

smiles | OX1R antag-1 | CHT allo act | OX1R antag-2
CC(C)(C)Cc1nnc(NC(=O)CCC2CCCCC2)s1 | -11 | i | 6
COc1cccc(/C=C2\CCC(C3CCCC3)C2=O)c1OC (centres undefined) | -18 | i | 5
COc1ccc(OC)c([C@@H]2OCCC=C[C@H]2C)c1 | -14 | i | 35
CC(=O)Nc1cccc(C(=O)NCC2(N3CCCCC3)CCCCC2)c1 | -7 | i | 21
COc1cccc(/C=C2/Sc3ccc(C(=O)NCCN4CCCCCC4)cc3NC2=O)c1 | -6 | i | -1
CC1(c2nnc(-c3ccc(Cl)cc3)o2)CC(c2ccncc2)=NO1 (centres undefined) | 0 | i | 22
COC(=O)C1=C(C)Nc2[nH]c(=S)[nH]c(=O)c2C1c1ccc(O)cc1 (centres undefined) | -15 | i | 16
CC1=C(C)/C(=N\OS(=O)(=O)c2ccc(C)cc2)C=CC1=O | 58* | i | 82*
CCC(C)(C)NC(=O)C(c1cccc(OC)c1OC)N(CC(C)C)C(=O)CCC(=O)Nc1cc(C)on1 (centres undefined) | -26 | i | 21
COc1ccc(Cc2noc(CN3CCN(Cc4csc(C)n4)CC3)n2)cc1OC | -14 | i | 5
CCS(=O)(=O)Nc1ccc(C2=NN(C(=O)c3ccco3)C(c3ccco3)C2)cc1 (centres undefined) | -7 | i | 18
NC(=O)N/N=C/CCc1ccccc1 | -3 | i | 9
CN(NC(=O)c1ccccc1)C1=NS(=O)(=O)c2ccccc21 | -24 | i | 7
CCOc1ccc(N/N=C(/C#N)C(N)=O)cc1 | -5 | i | 9
CCOc1ccccc1NC(=O)CSc1nnc2ccc(-c3ccncc3)nn12 | -26 | i | 26
O=S(=O)(NCc1ccccc1)c1cccc(S(=O)(=O)N2CCOCC2)c1 | 0 | i | 12
CCSc1ncc(Cl)c(C(=O)Nc2ccccc2OC)n1 | -19 | i | 0
Cc1ccc(N2CCN(/N=C/c3ccncc3)CC2)cc1 | 0 | i | 16
CC(C)CN1CCNC(=O)C1CC(=O)N(C)CC1CCOCC1 (centres undefined) | 15 | i | 11
Cc1ccc(C(=O)N[C@H](C(=O)OCc2nnc(-c3ccccc3)o2)C(C)C)cc1 | -9 | i | 19
CSc1ccccc1C(=O)Nc1ccccc1C(=O)N1CCCC1 | -17 | i | 29
CC12CCC(=O)N1C(C(=O)NCCN1C(=O)S/C(=C\c3ccccc3Cl)C1=O)CS2 (centres undefined) | -25 | / | 12
COc1ccc(-n2c(N)c(C(=O)NCc3ccco3)c3nc4ccccc4nc32)cc1 | -7 | i | 7
O=C(CCN1CCN(C(=O)c2ccco2)CC1)Nc1ccc(F)cc1 | 5 | i | 12
O=C1C(=O)N(Cc2cccnc2)C(c2ccccn2)/C1=C(/O)c1ccc(F)cc1 (centres undefined) | -16 | i | 19
O=C(CCSCc1ccc(Cl)cc1)NCc1cccnc1 | 2 | i | 25
O=C(N/N=C/c1ccc[nH]1)c1cc2ccccc2cc1O | -6 | i | 11
Cc1cccc(C)c1NC(=S)NC(C)(C)CO | -11 | i | 2
COc1ccc(CN(C)CC(=O)Nc2cccc(S(=O)(=O)N(C)c3ccccc3)c2)c(OC)c1 | 4 | / | 5
Cc1cc(F)ccc1NC(=O)C1CCN(C(=O)Nc2ccccc2)CC1 | -16 | i | 17

Next entries
smiles | OX1R antag-1 | CHT allo act | OX1R antag-2
COc1ccc(COC(=O)NC(C(=O)O)c2ccccc2)cc1 (centres undefined) | -8 | i | 9
Cc1ccccc1OCC(=O)Nc1ccncc1 | -4 | i | 5
Oc1ccccc1N1CCN(C(=S)Nc2ccc(SC(F)F)cc2)CC1 | 34 | i | 2
Cc1ccc(OCC(=O)n2nc(C)cc2C)c(C)c1 | -17 | i | 16
O=C(NC1CCCCC1)Oc1ccccc1 | -2 | i | 3
CCN(CC(=O)Nc1sc2c(c1C#N)CCC(C)C2)Cc1nc2ccccc2c(=O)[nH]1 (centres undefined) | -19 | i | 1
Cc1cc(Cl)ccc1NC(=S)NCCCO | -11 | i | 6
Cc1nn(CC(=O)O)c2ccccc12 | -2 | i | 19
O=[N+]([O-])c1ccc(C2=NCCO2)cc1 | -8 | i | 17
Cc1cccc(C(=O)NC(=S)N2CCN(C)CC2)c1 | 3 | i | 6
O=C(c1ccc(Cl)c(S(=O)(=O)N2CCCCCC2)c1)N1CCN(c2ccccn2)CC1 | -6 | i | 9
CC(CCc1ccccc1)NC(=O)COC(=O)c1ccc(S(C)(=O)=O)c([N+](=O)[O-])c1 (centres undefined) | 6 | i | 69*
Cc1c(/C=N/NC(=O)CNc2ccccc2)c2ccccn2c1C(=O)c1ccncc1 | -5 | i | 4
COc1cccc(/C=C/C(=O)OCC(=O)c2cc(C)n(CC3CCCO3)c2C)c1OC (centres undefined) | -23 | i | 16
CCN(CC(=O)NCc1cccs1)C(=O)/C=C/c1cccc(Br)c1 | -25 | i | 14
CCOc1ccc(NC2C=CS(=O)(=O)C2)cc1 (centres undefined) | -25 | i | 22
N#Cc1ccccc1NC(=O)CNc1ccc(Cl)c(C(F)(F)F)c1 | -14 | i | 9
CC(CCc1ccccc1)NC(=O)C1CCCN(c2nnc(-n3cccc3)s2)C1 (centres undefined) | -26 | i | 36
O=C(Oc1ccc(C(=S)N2CCOCC2)cc1)c1ccc([N+](=O)[O-])cc1 | -9 | i | 7
COc1ccc(C=NCCC2(O)CC(C)N(C)CC2C)cc1 (centres undefined) | -22 | i | -2
Cc1c(Nc2scc(-c3ccccc3)[n+]2-c2ccccc2)c(=O)n(-c2ccccc2)n1C | -43 | i | 42
COCCCNC(=O)CN1CCN(Cc2ccccc2Cl)C1=O | 4 | i | 14
COc1cccc(C2/C(=C(/O)c3ccc4c(c3)OCO4)C(=O)C(=O)N2CCN2CCOCC2)c1 (centres undefined) | -7 | i | 10
Cc1ccc(-c2cc(C(=O)OCn3nnc4ccccc4c3=O)c3ccccc3n2)cc1 | -22 | i | 11
CC(C)(C)c1ccc(C(=O)N2CCC3(CC2)NCCc2[nH]cnc23)cc1 | -16 | i | 34
O=C(CN1CCN(c2ccc(O)cc2)CC1)NC(c1ccccc1)c1ccccc1 | -23 | i | 7
CCOC(=O)c1c(NC(NC(C)=O)C(Cl)(Cl)Cl)sc(C(C)=O)c1C (centres undefined) | -23 | i | 18
Cc1ccnc(NC(=S)NC(=O)/C=C/c2ccccc2)c1 | -26 | i | 13
Cc1ccccc1/C=N\NC(=O)c1ccccc1-n1cccc1 | -19 | i | 15
COCCN(CCOC)S(=O)(=O)c1ccc(C(=O)Nc2nnc(C3CC3)o2)cc1 | 8 | i | 3

Further entries.
smiles | OX1R antag-1 | CHT allo act | OX1R antag-2
COc1cc(C(c2c(C)[nH][nH]c2=O)c2c(C)[nH][nH]c2=O)ccc1OS(=O)(=O)c1ccccc1 | 20 | i | 2
O=C(Cc1ccccc1F)NCC1(N2CCOCC2)CCCCC1 | -19 | i | 8
Cc1cccc(N2CCN(C(=O)C3CCN(S(=O)(=O)N4CCOCC4)CC3)CC2)c1C | -28 | i | 33
Cc1cc2ncn(C(=O)N3CCC(C)CC3)c2cc1C | 6 | i | 24
COc1cc(C2Nc3ccc4ccccc4c3C3=C2C(=O)CC(C)(C)C3)ccc1OC(C)C(=O)O (centres undefined) | -15 | i | 1
N#Cc1cc(Sc2ccccn2)c(Sc2ccccn2)cc1C#N | -11 | i | 14
Cn1cc(C(=O)N/N=C/C(Br)=C/c2ccccc2)ccc1=O | -10 | i | 13
Cc1cccc(NC(=S)N(Cc2cccs2)Cc2cc3cc(C)cc(C)c3[nH]c2=O)c1 | -13 | i | 6
CC1=CC(C)(C)N2C(=O)C3(NCCc4c3[nH]c3ccccc43)c3cc(C)cc1c32 (centres undefined) | -3 | i | 11
Cc1cc(OCC(=O)N(C)c2ccccc2)cc2c1C(=O)CC(C)(C)O2 | -18 | i | 7
Cc1ccccc1CSCCNC(=O)c1ccc(N(C)S(=O)(=O)c2ccccc2)cc1 | -10 | i | 2
Cc1ccc(S(=O)(=O)CCC(=O)OCC(=O)c2c(N)n(CC(C)C)c(=O)n(C)c2=O)cc1 | -11 | i | 15
CCn1c(CNC(=O)c2ccccc2F)nnc1SCCOc1ccccc1 | -22 | i | 0
CC(=O)c1sc(NC(=O)CN2C(=O)C3CC=CCC3C2=O)nc1-c1ccccc1 (centres undefined) | 3 | i | 23
Cc1cc(C)cc(NS(=O)(=O)c2ccc(-c3cnc(C4CC4)o3)cc2)c1 | 7 | i | 25
CNS(=O)(=O)c1cccc(C(=O)OCC(=O)c2c(N)n(C)c(=O)n(C)c2=O)c1 | -9 | i | 13
NC(=O)NC(=O)CC1S/C(=N/N=C2/NC(=O)CS2)NC1=O (centres undefined) | -3 | i | -4
COc1ccc(S(=O)(=O)Cc2ccc(C(=O)NCCc3ccc(S(N)(=O)=O)cc3)o2)cc1 | -15 | i | 12
Cc1cc(OCC(=O)N2CCOCC2)ccc1NC(=O)c1ccccc1C | -6 | i | 42
CCOC(=O)CSC1=N/C(=C\c2cccnc2)C(=O)N1c1ccc(OC)cc1 | -8 | i | 21
COc1ccc(/C=N/Nc2cc(C)nc(NS(=O)(=O)c3ccc(C)cc3)n2)cc1 | -25 | i | 10
CC(Sc1cnccn1)C(=O)O (centres undefined) | -3 | i | 1
CC(C)(C)NC(=O)NC(=O)CSc1nnc2ccccn12 | -22 | i | 14
O=C(CSc1nc2ccccc2o1)N/N=C/c1ccco1 | -20 | i | -3
COC(=O)c1cc(Br)c(N)cc1OC | -15 | i | 11
CN1CCN(c2nc3ccccc3nc2C(C#N)C(=O)OC2CCCCC2)CC1 (centres undefined) | -30 | 8.6* | 5
CSC1=NCCN1C(=O)c1c(-c2ccccc2Cl)noc1C | -8 | i | 9
O=C(CSc1nnc(-c2ccncc2)n1Cc1ccco1)c1ccc(Cl)cc1 | -23 | i | 21
CCN1CCN(c2nc(N)c([N+](=O)[O-])c(Nc3ccc(C)c(C)c3)n2)CC1 | -15 | i | 1
COCCNC(=O)Cn1cc2c(n1)CCC(C)C2 (centres undefined) | -19 | i | 13

Quoted at random: five entries already listed.
smiles | OX1R antag-1 | CHT allo act | OX1R antag-2
COC(=O)c1cc(Br)c(N)cc1OC | -15 | i | 11
O=C(CCSCc1ccc(Cl)cc1)NCc1cccnc1 | 2 | i | 25
CCOc1ccc(NC2C=CS(=O)(=O)C2)cc1 (centres undefined) | -25 | i | 22
CC(CCc1ccccc1)NC(=O)C1CCCN(c2nnc(-n3cccc3)s2)C1 (centres undefined) | -26 | i | 36
Cc1c(Nc2scc(-c3ccccc3)[n+]2-c2ccccc2)c(=O)n(-c2ccccc2)n1C | -43 | i | 42

Continuation:
smiles | OX1R antag-1 | CHT allo act | OX1R antag-2
COP(=O)(OC)c1nc(-c2ccccc2)oc1NCc1ccccc1 | 0 | i | 26
COc1ccc(Br)cc1CNC(=O)C1CCN(S(=O)(=O)N2CCCCC2)CC1 | -13 | i | 10
Cn1c(SCc2ccc(Br)cc2)nc2c(c1=O)SCC2 | 11 | i | 30
Cc1ccc(-c2nc(CN(C)Cc3ccc4nccnc4c3)c(C)o2)s1 | -2 | i | 0
N#Cc1ccccc1NC(=O)COC(=O)CSc1nc2ccccc2o1 | -1 | i | -6
O=C(CNC(=O)c1ccccc1F)Nc1ccc2c(c1)CCC2 | -3 | / | -1
C=CCn1c(=O)[nH]c2nc3cc(N=CN(C)C)c(C)cc3nc2c1=O | 1 | i | 73*
COc1cccc(N(C(=O)c2snc(C(N)=O)c2N)C(C(=O)NCC2CCCO2)c2ccc3ncccc3c2)c1 (centres undefined) | -17 | i | 7
COc1ccc(NC(=O)c2ccco2)c([N+](=O)[O-])c1 | -18 | i | 45
Cc1cc(C)n2nc(-c3cnn(C)c3C(F)(F)F)c(Cl)c2n1 | -9 | i | 27
Cc1cc(NCc2ccco2)nc(N2CCC(C(=O)NC3CCCCC3)CC2)n1 | -12 | i | 15
CCCc1ccc2oc(C(=O)N(C)Cc3nccs3)c(C)c2c1 | -14 | i | 34
CC(C)(C)NC(=O)Cn1c(=O)oc2cc(S(=O)(=O)N3CCc4ccccc43)ccc21 | -19 | i | 14
CC1CC(C)CN(CC(O)COCc2ccccc2)C1 (centres undefined) | -8 | i | 10
COc1ccc(-c2nsc3c(N4CCN(S(=O)(=O)c5ccccc5F)CC4)ncnc23)cc1 | 0 | i | 18
COc1ccc(C2C(C#N)=C(N)Oc3cc(O)ccc32)cc1Cl (centres undefined) | -5 | i | 21
CCCCN(C)c1nc(-c2ccco2)c2c(c1C#N)CC(C)(C)OC2 | -48 | i | 4
O=C(O)CCC(=O)Nc1ccc(NC(=O)c2ccc(Cl)cc2Cl)c(Cl)c1 | 3 | i | 5
CC(=O)c1ccc(N2CCN(C(=O)COc3ccc(F)cc3)CC2)c(F)c1 | 5 | i | 5
COCCN(Cc1ccco1)C(=O)Cn1ncc2c(=O)oc3ccccc3c21 | -15 | i | 18
CCOc1cc(/C=C2/C(=O)N(c3ccccc3)N=C2C)ccc1OC(=O)c1ccco1 | -5 | i | 10

Single records (already shown).
Listed for Cc1ccc(-c2cc(C(=O)OCn3nnc4ccccc4c3=O)c3ccccc3n2)cc1 → OX1R antag-1 = -22; CHT allo act = i; OX1R antag-2 = 11
Listed for CC(C)(C)c1ccc(C(=O)N2CCC3(CC2)NCCc2[nH]cnc23)cc1 → OX1R antag-1 = -16; CHT allo act = i; OX1R antag-2 = 34
Listed for Cc1cc2ncn(C(=O)N3CCC(C)CC3)c2cc1C → OX1R antag-1 = 6; CHT allo act = i; OX1R antag-2 = 24
